Vc quorum ag – induces V. cholerae light production without autoinducers; activation, % at 18.7 µM; V. cholerae BH1578 lux reporter, luminescence, 6 h; 350,000 tested, 0.16% active; in the data active = activation mostly above about 9.7%, no sharp cut-off; note: not every result past the cut was called active; inactives centre near 0; reference of the scale not given here
GDH-TPI inh – counter-screen for M. tuberculosis FBA inhibitors: GDH-TPI coupled enzymes; GDH-TPI coupled enzyme counterscreen, NADH absorbance; inhibition, % at 4.8 µM; 360,000 tested, 1.2% active; in the data active = inhibition above about 30%;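 note: 0% = DMSO wells and 100% = wells lacking the enzyme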
TcdB inh – inhibitors of Clostridioides difficile toxin B glycohydrolase. P18177. TcdB glycohydrolase enzymatic assay, plate reader. inhibition, % at 9.99 µM. 350,000 tested, 0.24% active. AID 652162; in the data active = inhibition above about 10%
Y pestis TopoI – blocks Yersinia pestis topoisomerase I activity; 360,000 tested, 0.064% active; Y. pestis Topo-I cleavage product accumulation, plate reader; activity, % at 10 µM; in the data active = activity above about 50%, passing the limit was not always enough; note: inactives centre near 2
FadD28 FP inh – blocks FadD28 binding to the bisubstrate probe; 360,000 tested, 0.22% active; fluorescence polarization; inhibition, % at 12.5 µM; AID 588549; in the data active = inhibition above about 8.5%, passing the limit was not always enough
UGM FP inh – inhibitors of M. tuberculosis UDP-galactopyranose mutase; P9WIQ1; purified UGM, fluorescence polarization probe displacement; inhibition, % at 10 µM; 320,000 tested, 0.06% active; in the data active = inhibition above about 10%, passing the limit was not always enough
Target sequence (P9WIQ1 whole entry, looked up): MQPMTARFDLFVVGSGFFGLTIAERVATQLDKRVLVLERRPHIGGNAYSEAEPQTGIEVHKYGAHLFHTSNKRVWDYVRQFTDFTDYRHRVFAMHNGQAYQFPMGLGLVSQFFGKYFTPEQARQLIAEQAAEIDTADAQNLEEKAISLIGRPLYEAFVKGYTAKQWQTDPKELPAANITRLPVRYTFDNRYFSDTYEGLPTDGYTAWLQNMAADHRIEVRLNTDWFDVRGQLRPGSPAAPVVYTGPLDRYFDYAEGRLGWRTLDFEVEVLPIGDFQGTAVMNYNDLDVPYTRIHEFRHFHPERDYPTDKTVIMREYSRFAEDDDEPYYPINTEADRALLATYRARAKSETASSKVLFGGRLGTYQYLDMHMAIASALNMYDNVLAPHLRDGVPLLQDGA
Mtb BioA inh – inhibitors of Mycobacterium tuberculosis BioA enzyme | purified M. tuberculosis BioA enzyme, plate reader | 360,000 tested, 0.096% active | inhibition, % at 9.99 µM; in the data active = inhibition above about 40%
FBA Mtb inh – inhibitors of M. tuberculosis fructose-bisphosphate aldolase | P9WQA3 | purified M. tuberculosis FBA, fluorescence read-out | inhibition, % at 1 µM | 360,000 tested, 2.3% active | AID 588726; in the data active = inhibition above about 27%;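 note: 0% = vehicle and 100% = reference inhibitor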
Target sequence (P9WQA3 whole entry, looked up): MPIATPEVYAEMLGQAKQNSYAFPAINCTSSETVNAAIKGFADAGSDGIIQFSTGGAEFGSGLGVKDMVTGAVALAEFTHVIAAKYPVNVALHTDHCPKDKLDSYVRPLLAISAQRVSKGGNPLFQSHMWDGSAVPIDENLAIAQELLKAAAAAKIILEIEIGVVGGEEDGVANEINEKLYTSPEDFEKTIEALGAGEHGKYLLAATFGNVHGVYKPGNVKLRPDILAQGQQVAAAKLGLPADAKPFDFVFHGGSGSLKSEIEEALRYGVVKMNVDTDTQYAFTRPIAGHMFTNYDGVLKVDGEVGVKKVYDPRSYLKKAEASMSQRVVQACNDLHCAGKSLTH
PfHsp40 rescue – restores yeast growth despite PfHsp40 toxicity | growth rescue, % at 12.5 µM | 340,000 tested, 0.68% active | S. cerevisiae expressing PfHsp40, growth rescue, ATP luminescence; in the data active = growth rescue above about 28%, passing the limit was not always enough;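 note: yeast W303a lacking pdr1 and pdr3 grown in galactose medium; growth measured after three days at 30 °C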
The depositor's hits bear a star. Outcome played no part in choosing rows, and some 4.6% of all compounds hit somewhere here.

How did O=S(=O)(c1ccccc1)N1CCc2ccccc2C1 do in these assays?
Vc quorum ag: inactive; GDH-TPI inh: 9; TcdB inh: 1.5; Y pestis TopoI: 5; FadD28 FP inh: -0.2; UGM FP inh: -0.3; Mtb BioA inh: 0.5; FBA Mtb inh: -4; PfHsp40 rescue: -0.9

What do the screens show for `CN(CC1CCCN(CCc2ccc(Cl)cc2)C1)C(=O)c1ccc2nc[nH]c2c1` (stereo not drawn)?
Vc quorum ag: -0.4; GDH-TPI inh: -6; TcdB inh: 0.5; Y pestis TopoI: -5; UGM FP inh: -0.1; Mtb BioA inh: 1.3; FBA Mtb inh: -4; PfHsp40 rescue: -0.5

What do the screens show for `COc1cc(NC(=O)C/C(C)=N/NC(=O)C(=O)NC2CCCCC2)c(OC)cc1Cl`?
Vc quorum ag: -0.1; GDH-TPI inh: 8; TcdB inh: -0.6; Y pestis TopoI: 1; FadD28 FP inh: 0.5; UGM FP inh: -1.8; FBA Mtb inh: 7; PfHsp40 rescue: -0.4

Results for Cc1cccc(NC(=O)CNC(=O)CCc2nc3sc4c(c3c(=O)[nH]2)CCCC4)c1C ?
Vc quorum ag: inactive; GDH-TPI inh: -4; TcdB inh: 2.0; Y pestis TopoI: -14; FadD28 FP inh: -2.4; UGM FP inh: -1.2; Mtb BioA inh: -0.8; FBA Mtb inh: -1; PfHsp40 rescue: 0.5

How did COC1=CC2(O)CCCC2=CC1=O (stereo not drawn) do in these assays?
Vc quorum ag: inactive; GDH-TPI inh: 0; TcdB inh: 1.0; Y pestis TopoI: -9; FadD28 FP inh: 1.5; UGM FP inh: -2.4; Mtb BioA inh: -4.1; FBA Mtb inh: 150*; PfHsp40 rescue: -0.2

How did Cc1ccc(-n2nc3cc(C)c(N)cc3n2)cc1 do in these assays?
Vc quorum ag: inactive; GDH-TPI inh: 9; Y pestis TopoI: -1; FadD28 FP inh: -0.4; UGM FP inh: 0.0; FBA Mtb inh: 16; PfHsp40 rescue: 1.0

What do the screens show for `O=[N+]([O-])c1ccccc1S(=O)(=O)N(CC1CO1)c1ccccc1` (stereo not drawn)?
Vc quorum ag: -0.2; GDH-TPI inh: 8; TcdB inh: 1.4; Y pestis TopoI: 11; FadD28 FP inh: -1.0; UGM FP inh: -0.6; Mtb BioA inh: 0.2; FBA Mtb inh: 1; PfHsp40 rescue: 0.3

What do the screens show for `O=C(O)c1ccccc1CC(CCc1ccccc1)C(=O)O` (stereo not drawn)?
Vc quorum ag: inactive; GDH-TPI inh: -1; TcdB inh: 4.8; Y pestis TopoI: 3; FadD28 FP inh: -0.9; Mtb BioA inh: -0.7; FBA Mtb inh: 2; PfHsp40 rescue: -0.3

Results for CCOC(=O)N1CCN(C(=O)c2cc3c(=O)n(C)c4ccccc4c3n2C)CC1 ?
Vc quorum ag: inactive; GDH-TPI inh: 0; TcdB inh: 1.5; Y pestis TopoI: 14; FadD28 FP inh: -3.1; UGM FP inh: 1.9; Mtb BioA inh: 1.9; FBA Mtb inh: -2; PfHsp40 rescue: -1.9

How did O=C(O)/C=C/C(=O)N1CCN(Cc2ccc3c(c2)OCO3)CC1 do in these assays?
Vc quorum ag: inactive; GDH-TPI inh: -2; TcdB inh: 0.1; Y pestis TopoI: -5; FadD28 FP inh: -4.7; UGM FP inh: 0.7; Mtb BioA inh: -1.6; FBA Mtb inh: -3; PfHsp40 rescue: -0.7

What do the screens show for `CCN1C(=O)[C@H]2[C@@H](c3ccc(Cl)cc3)N3C(=O)CN(CCOC)C(=O)[C@@]3(C)[C@H]2C1=O`?
Vc quorum ag: inactive; GDH-TPI inh: 8; TcdB inh: 0.0; Y pestis TopoI: -3; FadD28 FP inh: -1.1; UGM FP inh: 0.2; Mtb BioA inh: 0.7; FBA Mtb inh: 2; PfHsp40 rescue: -0.8

Results for CN(CC(=O)Nc1sccc1C#N)C1CCCCC1 ?
Vc quorum ag: -7.7; GDH-TPI inh: 4; Y pestis TopoI: -4; FadD28 FP inh: 1.0; UGM FP inh: 4.0; Mtb BioA inh: -4.1; FBA Mtb inh: -2; PfHsp40 rescue: 0.9

Results for Cc1cc(C)n(-c2nc3c(c(=O)[nH]c(=O)n3C)n2C(C)C)n1 ?
GDH-TPI inh: -5; Y pestis TopoI: 8; FadD28 FP inh: -3.7; UGM FP inh: 0.2; Mtb BioA inh: 0.7; FBA Mtb inh: -1; PfHsp40 rescue: -0.8

What do the screens show for `O=C(NCC1CCCO1)/C(=C\c1ccccc1F)NC(=O)c1ccccc1` (stereo not drawn)?
Vc quorum ag: 2.2; GDH-TPI inh: -2; TcdB inh: -0.9; Y pestis TopoI: 10; FadD28 FP inh: -0.4; UGM FP inh: 0.0; Mtb BioA inh: -2.7; FBA Mtb inh: -2; PfHsp40 rescue: -1.6

What do the screens show for `CN(Cc1ccc(F)cc1)S(=O)(=O)c1nnc(NC(=O)c2ccccc2)s1`?
Vc quorum ag: -0.2; GDH-TPI inh: 21; TcdB inh: -0.1; Y pestis TopoI: 6; FadD28 FP inh: -0.8; UGM FP inh: 1.9; Mtb BioA inh: -3.1; FBA Mtb inh: 6; PfHsp40 rescue: 2.7

What do the screens show for `Cc1cccc(C)c1-n1c(C)cc(/C=N/NC(N)=S)c1C`?
GDH-TPI inh: 28; Y pestis TopoI: 5; FadD28 FP inh: -1.2; UGM FP inh: -0.2; Mtb BioA inh: 2.0; FBA Mtb inh: -5; PfHsp40 rescue: -0.2

What do the screens show for `CC(C)CNC(=O)C(=O)NN=C1CCCCCC1`?
Vc quorum ag: -0.1; GDH-TPI inh: 4; Y pestis TopoI: 1; FadD28 FP inh: 0.7; UGM FP inh: 0.1; Mtb BioA inh: -0.1; FBA Mtb inh: 4; PfHsp40 rescue: 0.2

What do the screens show for `Cc1cccc(C(=O)N(c2ccccn2)C(C)c2ccco2)c1` (stereo not drawn)?
Vc quorum ag: inactive; GDH-TPI inh: -1; TcdB inh: -0.1; Y pestis TopoI: 9; FadD28 FP inh: -1.5; UGM FP inh: 0.4; Mtb BioA inh: -0.9; FBA Mtb inh: 0; PfHsp40 rescue: 2.5

What do the screens show for `Cc1cccc(NC(=O)c2nc[nH]c2C(=O)N[C@@H](CC(C)C)C(=O)OC(C)(C)C)c1`?
Vc quorum ag: inactive; GDH-TPI inh: 1; TcdB inh: 0.0; Y pestis TopoI: 20; FadD28 FP inh: -2.5; UGM FP inh: -0.7; Mtb BioA inh: -1.1; FBA Mtb inh: -2; PfHsp40 rescue: 18

Results for Cc1cc(OCn2ccc(C(=O)O)n2)ccc1Cl ?
Vc quorum ag: -0.2; GDH-TPI inh: -16; Y pestis TopoI: 2; FadD28 FP inh: -3.6; UGM FP inh: -1.3; FBA Mtb inh: 1; PfHsp40 rescue: 4.5

How did CC1=C(C(=O)Nc2ccccc2C(=O)N2CCC(C)CC2)SCCO1 do in these assays?
Vc quorum ag: -5.6; GDH-TPI inh: 7; TcdB inh: 2.4; Y pestis TopoI: 4; FadD28 FP inh: -0.7; UGM FP inh: -1.4; Mtb BioA inh: -1.5; FBA Mtb inh: 4; PfHsp40 rescue: -0.8

Results for O=C1Nc2ccccc2C(O)(C(=O)N2CCCCC2)N1c1ccccc1 (stereo not drawn) ?
Vc quorum ag: inactive; GDH-TPI inh: 6; Y pestis TopoI: -4; FadD28 FP inh: -1.4; UGM FP inh: 0.3; Mtb BioA inh: -2.3; FBA Mtb inh: 0; PfHsp40 rescue: -1.6

What do the screens show for `COc1cc(C=O)ccc1OCC(=O)NC(C)(C)C`?
Vc quorum ag: 1.5; GDH-TPI inh: 1; TcdB inh: 0.1; Y pestis TopoI: 2; FadD28 FP inh: -0.2; UGM FP inh: 0.6; FBA Mtb inh: 4; PfHsp40 rescue: 0.0

Results for Cc1ccc(Cc2cnc(NC(=O)/C(C#N)=C/c3ccc(-c4ccc([N+](=O)[O-])cc4)o3)s2)cc1 ?
Vc quorum ag: inactive; GDH-TPI inh: 4; TcdB inh: 5.8; Y pestis TopoI: -6; FadD28 FP inh: -3.4; UGM FP inh: -0.2; Mtb BioA inh: -0.6; FBA Mtb inh: -4; PfHsp40 rescue: 25

What do the screens show for `CCOC1=C2[C@H](c3ccccc3)N(S(=O)(=O)c3ccc(C)cc3)C[C@H]2n2c(=O)n(-c3ccccc3)c(=O)n2C1`?
TcdB inh: -0.5; FadD28 FP inh: 1.1; Mtb BioA inh: 7.3; FBA Mtb inh: 0

How did CCOC(=O)N1CCC(NC(=O)CN(C)S(=O)(=O)c2cc3c(cc2Cl)NC(=O)CO3)CC1 do in these assays?
Vc quorum ag: 0.0; GDH-TPI inh: -6; Y pestis TopoI: 0; FadD28 FP inh: 0.6; UGM FP inh: 2.1; Mtb BioA inh: -3.7; FBA Mtb inh: 0; PfHsp40 rescue: -0.2

How did Cc1ccc(N2CC(NS(=O)(=O)c3cc(F)ccc3F)CC2=O)cc1C (stereo not drawn) do in these assays?
Vc quorum ag: -2.0; GDH-TPI inh: 2; TcdB inh: 1.1; Y pestis TopoI: -8; FadD28 FP inh: 0.5; FBA Mtb inh: 5; PfHsp40 rescue: -1.4

How did Fc1ccc(CN(Cc2ccccc2)C(c2cccs2)c2nnnn2C2CCCCC2)cc1 (stereo not drawn) do in these assays?
Vc quorum ag: -0.6; GDH-TPI inh: 8; Y pestis TopoI: 18; FadD28 FP inh: -0.4; UGM FP inh: -2.4; Mtb BioA inh: -1.0; FBA Mtb inh: 2; PfHsp40 rescue: -0.5

How did O=C(Cc1ccc(Cl)cc1)Nc1cccc(C(=O)Nc2ccccc2C(=O)O)c1 do in these assays?
Vc quorum ag: -0.4; GDH-TPI inh: 0; TcdB inh: 0.2; Y pestis TopoI: 4; FadD28 FP inh: -17; UGM FP inh: 2.0; Mtb BioA inh: 5.3; FBA Mtb inh: 0; PfHsp40 rescue: 3.5

How did CCSC1=C(C#N)C2(CCCCC2)C(C#N)C(=O)N1 (stereo not drawn) do in these assays?
Vc quorum ag: inactive; GDH-TPI inh: 6; Y pestis TopoI: 2; FadD28 FP inh: -4.6; UGM FP inh: -3.4; Mtb BioA inh: -3.6; FBA Mtb inh: 14; PfHsp40 rescue: 0.0

How did COc1ccc(N(CC(=O)NC2CCCC2)C(=O)CCC(=O)Nc2nc(C)cs2)cc1OC do in these assays?
Vc quorum ag: inactive; GDH-TPI inh: -1; TcdB inh: -8.0; Y pestis TopoI: -1; FadD28 FP inh: 0.1; UGM FP inh: -0.4; Mtb BioA inh: -0.9; FBA Mtb inh: 3; PfHsp40 rescue: -1.0

Results for CC(OC(=O)c1ccco1)C(=O)Nc1nc(-c2ccccc2)cs1 (stereo not drawn) ?
Vc quorum ag: inactive; GDH-TPI inh: -4; TcdB inh: 0.1; Y pestis TopoI: -2; FadD28 FP inh: -3.5; UGM FP inh: -0.1; Mtb BioA inh: -2.2; FBA Mtb inh: -6; PfHsp40 rescue: 0.9

What do the screens show for `Cc1ccc(C(=O)C(C)OC(=O)CN2C(=O)NC3(CCCC3)C2=O)cc1C` (stereo not drawn)?
Vc quorum ag: inactive; GDH-TPI inh: 14; TcdB inh: 0.8; Y pestis TopoI: 3; FadD28 FP inh: -0.2; UGM FP inh: 1.8; Mtb BioA inh: -0.4; FBA Mtb inh: -1; PfHsp40 rescue: 4.0

In the list so far, 3 have a thiophene ring, fused or not.
Results for Cc1cccc(NC(=O)CNC(=O)CCc2nc3sc4c(c3c(=O)[nH]2)CCCC4)c1C ?
Vc quorum ag: inactive; GDH-TPI inh: -4; TcdB inh: 2.0; Y pestis TopoI: -14; FadD28 FP inh: -2.4; UGM FP inh: -1.2; Mtb BioA inh: -0.8; FBA Mtb inh: -1; PfHsp40 rescue: 0.5

Results for CN(CC(=O)Nc1sccc1C#N)C1CCCCC1 ?
Vc quorum ag: -7.7; GDH-TPI inh: 4; Y pestis TopoI: -4; FadD28 FP inh: 1.0; UGM FP inh: 4.0; Mtb BioA inh: -4.1; FBA Mtb inh: -2; PfHsp40 rescue: 0.9

How did Fc1ccc(CN(Cc2ccccc2)C(c2cccs2)c2nnnn2C2CCCCC2)cc1 (stereo not drawn) do in these assays?
Vc quorum ag: -0.6; GDH-TPI inh: 8; Y pestis TopoI: 18; FadD28 FP inh: -0.4; UGM FP inh: -2.4; Mtb BioA inh: -1.0; FBA Mtb inh: 2; PfHsp40 rescue: -0.5

High-throughput results as filed in PubChem BioAssay.
